Compound activity from PubChem BioAssay.
14-3-3 Bad inh: disrupts binding of bovine 14-3-3 zeta to phospho-Bad peptide; P63103; TR-FRET 14-3-3zeta/Dy647-pBad peptide displacement, 1 h; inhibition, % at 21.7 µM; 220,000 compounds, 0.71% hits; AID 781;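 active = inhibition above about 70%, limit read from the data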;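 also: 0% = full 14-3-3 plus peptide FRET controls and 100% = background without 14-3-3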
TRPN1 ag: agonists of zebrafish TRPN1 channel; activation, % at 3 µM; 220,000 compounds, 0.18% hits; HEK293 zebrafish TRPN1-YFP, Fluo-8 calcium fluorescence; 100% = response to 87 µM carbachol;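 active = activation above its plate's cutoff, the mean activation of test wells on that plate plus 3 SD, cut at about 19% in these data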;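 also: 0% = DMSO alone and 100% = 87 µM carbachol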
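Control set: carbachol 87 µM as high control, DMSO as low control; system: HEK293 stable line with zebrafish TRPN1-YFP; read-out: % activation versus carbachol response; detection: intracellular calcium fluorescence with Fluo-8; doses: single test compound dose, 3 µM nominal, 0.3% DMSO; schedule: dye 1 h 37 °C plus 30 min RT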
PPC-1+TRAIL kill: compounds killing PPC-1 cancer cells with TRAIL present (potentiator screen, no TRAIL-free arm) | PPC-1 cells + TRAIL, ATPLite viability luminescence | cell killing (% activity), % at 4 µM | 220,000 compounds, 0.41% hits;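 active = cell killing above 50% in the first pass at 4 µM, then a duplicate retest at 5 µM averaging 50% or more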;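 also: plate controls were cells with TRAIL plus DMSO for no effect and medium-only wells lacking cells for full effect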
EP2 antag: inhibitors of human EP2 prostaglandin E2 receptor; AID 1422; 260,000 compounds, 0.52% hits; P43116; inhibition, % at 25 µM; C6 glioma cells expressing human EP2, cAMP TR-FRET; cells stimulated with saturating PGE2;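 active = percent inhibition above 40 after rounding to a whole number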;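 also: rat C6 glioma host cells with rolipram phosphodiesterase inhibitor present; the protocol text gives 20 µM as final concentration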
TRPML3 ag: activates the human TRPML3 channel; Q8TDD5; HEK293 TRPML3-YFP, Fluo-8 calcium fluorescence; 100% = the carbachol control signal; activation, % at 3 µM; 220,000 compounds, 0.29% hits;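 active = activation above its plate's cutoff, the mean activation of the plate's test wells plus 3 SD, cut at about 12% in these data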;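 also: 0% = DMSO only wells and 100% = carbachol wells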
Target sequence (Q8TDD5 whole entry, looked up): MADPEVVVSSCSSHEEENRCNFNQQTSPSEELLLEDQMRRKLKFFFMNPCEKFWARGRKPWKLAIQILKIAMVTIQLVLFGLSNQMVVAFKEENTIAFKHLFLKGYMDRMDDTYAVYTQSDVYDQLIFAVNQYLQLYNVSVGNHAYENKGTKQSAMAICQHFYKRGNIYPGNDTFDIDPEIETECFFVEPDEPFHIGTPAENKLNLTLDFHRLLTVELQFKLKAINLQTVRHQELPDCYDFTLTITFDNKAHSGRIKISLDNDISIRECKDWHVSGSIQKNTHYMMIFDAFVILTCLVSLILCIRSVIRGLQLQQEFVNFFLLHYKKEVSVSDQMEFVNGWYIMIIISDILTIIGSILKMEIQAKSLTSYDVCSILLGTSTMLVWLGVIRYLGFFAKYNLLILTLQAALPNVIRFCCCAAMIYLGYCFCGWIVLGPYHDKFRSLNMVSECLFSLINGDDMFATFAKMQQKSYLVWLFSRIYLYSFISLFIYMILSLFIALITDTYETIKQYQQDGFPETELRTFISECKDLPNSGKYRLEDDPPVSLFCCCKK
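system = HEK293 cells stably carrying human TRPML3-YFP | doses = one concentration, 3 µM nominal, 0.3% DMSO | timing = dye loading 1 h 37 °C then 30 min ambient, 125 s read | detection = Fluo-8 calcium dye fluorescence, ex 470-495, em 515-575 nm | benchmarks = high control carbachol 87 µM, low control DMSO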
NPY Y1 blocker: blocks the human neuropeptide Y Y1 receptor; inhibition, % at 3.6 µM; 200,000 compounds, 1% hits; HEK293-CNG Y1 cells, membrane potential fluorescence; NPY at EC95, then isoproterenol;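 active = inhibition above the campaign mean inhibition of all tested compounds plus 3 SD, cut at about 20% in these data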;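 also: 0% = DMSO wells given NPY plus isoproterenol and 100% = isoproterenol alone without NPY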
Target sequence (P25929 whole entry, looked up): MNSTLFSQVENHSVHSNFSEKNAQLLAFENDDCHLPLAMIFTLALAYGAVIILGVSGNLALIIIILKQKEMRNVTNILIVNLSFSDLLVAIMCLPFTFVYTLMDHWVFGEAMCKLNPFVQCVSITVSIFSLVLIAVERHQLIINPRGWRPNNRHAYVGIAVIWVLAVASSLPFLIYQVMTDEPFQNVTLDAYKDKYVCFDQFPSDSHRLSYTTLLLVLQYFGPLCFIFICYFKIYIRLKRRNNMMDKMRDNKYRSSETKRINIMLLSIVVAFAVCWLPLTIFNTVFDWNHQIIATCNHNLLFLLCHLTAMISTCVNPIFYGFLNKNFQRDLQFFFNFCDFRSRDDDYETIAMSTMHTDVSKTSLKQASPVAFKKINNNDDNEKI
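Test system: HEK293 cells co-expressing NPY Y1 receptor and cyclic-nucleotide gated channel; Also added: NPY (25 nM), isoproterenol (1 µM), Ro 20-1724 (25 µM); Compound dosing: one concentration, 3.6 µM, in 0.4% DMSO; Timing: dye 3 h, compound 60 min room temperature, stimulation 45 min; Technique: Membrane-potential fluorescent dye readout.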
NPY-Y1 PAM-ag: human NPY-Y1 potentiation or agonism, primary screen | P25929 | NPY-Y1 expressing cells, potentiator/agonist activation | activation, % at 3.6 µM | 220,000 compounds, 0.37% hits; in the data active = activation above about 33%, passing the limit was not always enough;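 also: cells stimulated with NPY at EC10 then isoproterenol at EC100; 0% = low agonist plus stimulus and 100% = saturating agonist plus stimulus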
EP2 modulator: modulators of human EP2 prostaglandin E2 receptor | induction, % at 25 µM | 260,000 compounds, 0.83% hits | AID 940 | EP2-expressing cells, cAMP HTRF FRET, PGE2 co-stimulation;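 active = compounds whose cAMP rise, as percent of the full-agonist control response, exceeds 60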;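 also: rat C6 glioma line stably carrying human EP2 under a CMV promoter; the protocol text gives 20 µM as final concentration; 100% = response of wells given 1 µM PGE2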
CHOP inh: inhibitors of CHOP induction in ER stress response | AID 2732 | inhibition, % at 10 µM | CHO-K1 CHOP-promoter luciferase, tunicamycin-induced, 15-18 h | 220,000 compounds, 3.8% hits;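 active = compounds that reduced the stress-induced luciferase reporter signal by more than about 70% of percent inhibition, limit read from the data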;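 also: 0% = tunicamycin plus vehicle and 100% = wells without tunicamycin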
* marks the source's active call; other numbers are inactive results; x = not tested or not shown; & = joins results of further samples; [ ] = another dose, or the depositor's remark. Not all compounds are listed; count on the stated rates, not on these rows.

entry	compound	14-3-3 Bad inh	TRPN1 ag	PPC-1+TRAIL kill	EP2 antag	TRPML3 ag	NPY Y1 blocker	NPY-Y1 PAM-ag	EP2 modulator	CHOP inh
1	Cc1ccc(OCC(=O)OCc2c(C)noc2C)cc1C	-7.0	-0.3	4.3	5.8	0.1	4.5	-18.8	11.1	20.8
2	O=C(c1cc(F)cc2c1OCOC2)N1CCN(c2ccc(F)cc2)CC1	1.6	1.7	9.1	12.4	1.2	x	-0.1	-48.1	-0.6
3	Cc1ccccc1OCC(=O)NNC(=O)CSc1nc(N)cc(N)n1	-1.9	1.1	-3.3	5.8	0.8	-2.5	-14.7	-8.6	6.7
4	CCN(CC)CCn1c(-c2ccccc2)nc(=S)c2c1CC(C)(C)OC2	-4.6	-0.9	28.0	2.9	0.2	-6.5	-19.7	19.0	-5.2
5	COc1ccc(C2CC(=O)C3=C(C2)Nc2ccccc2N(C(=O)CCC(=O)O)C3c2ccc(F)cc2)cc1OC (configuration not stated)	3.5	0.4	14.3	13.4	0.4	x	-4.8	9.4	-10.7
6	Cc1ccccc1C(=O)NNc1ccc([N+](=O)[O-])cc1	-4.2	-0.7	10.8	8.1	0.6	-3.1	3.7	23.2	0.1
7	C[C@H](NC(=O)c1nc[nH]c1C(=O)NCCCCCNC(=O)OC(C)(C)C)C(=O)OCc1ccccc1	-9.5	0.0	15.8	7.7	0.4	3.8	-11.0	-32.3	-0.8
8	N#Cc1nc(-c2ccco2)oc1N1CCOCC1	24.8	-0.6	4.0	5.0	0.2	3.7	3.0	-13.9	-0.6
9	CN(C(=O)COC(=O)/C=C/c1ccc2ccccc2n1)C1CCS(=O)(=O)C1 (configuration not stated)	2.4	1.4	20.7	5.7	0.7	-5.2	12.6	8.3	-0.5
10	CCC(=O)Nc1ccccc1C(=O)OCc1ccc(C(=O)c2ccccc2)cc1	-2.7	-1.1	18.3	8.5	-0.5	8.1	-24.5	-3.0	37.2
11	CCc1nnc(NC(=O)CSc2nnc(-c3ccncc3)n2C)s1	-9.0	-1.1	-7.3	10.4	-0.6	-0.6	-5.7	19.4	13.5
12	CN=C(Nc1ccc(Br)cc1)SC1CC(=O)N(c2ccc(OC)cc2)C1=O (configuration not stated)	-4.0	2.2	14.5	6.8	0.3	-1.4	26.8	-87.1	61.1
13	CN(C(=O)c1ccc(OC2CCN(CCc3ccccc3)CC2)cc1)C1CCOCC1	-9.1	1.5	-8.9	4.0	0.3	0.1	-11.7	-17.4	-3.0
14	CC(C)CNc1ncnc2c1cnn2Cc1ccc(Cl)cc1	-2.9	2.8	9.1	15.7	1.4	x	-0.7	-17.9	15.6
15	CCOC(=O)CC1=CC(=O)Nc2ccccc2N1	-4.2	-1.9	-5.8	9.4	0.6	-13.3	1.9	-4.1	-12.5
16	CC(C)COC(=O)n1ccc(C(=O)N2CCCCC2)n1	-9.7[fluorescence artefact?]	-0.3	11.7	8.5	0.6	-1.8	15.1	20.9	41.2
17	COC(=O)C(C)N(C#N)c1nc(C)cc(C)n1 (configuration not stated)	1.2[fluorescence artefact?]	-0.7	24.2	8.3	-0.2	0.0	-4.7	14.0	7.2
18	CC(=O)c1ccc2c3c(ccc(O)c13)CC2	-7.5	-1.4	-3.1	-11.3	0.0	10.1	-10.6	-15.1	22.3
19	CCCNC(=O)c1cccc(NC(=O)C(C)C)c1	2.6	-0.6	6.4	6.9	0.1	6.9	12.7	4.6	-0.3
20	COc1ccc(NC2=C(c3ccc(OC)cc3)C(=O)c3ccccc32)cc1	10.9	-1.4	10.2	6.7	-0.4	-3.3	-4.1	-14.9	46.6
21	CC12CCC(C(=O)N(CCCCN3CCN(Cc4ccccc4)CC3)C1=O)C2(C)C (configuration not stated)	10.1	-0.5	-4.9	3.0	2.3	x	-1.0	5.6	22.4
22	O=S(=O)(c1ccc(Cl)cc1)N1CCN(C2CCCCCC2)CC1	-2.9	-0.2	24.8	16.7	-0.3	-10.8	9.1	16.5	-19.9
23	O=C(OC1CCOC1=O)c1ccc2ccccc2n1 (configuration not stated)	4.2	0.5	7.6	13.7	0.3	-0.9	4.8	10.9	37.5
24	COc1ccc(Cc2nc3ccccc3[nH]2)cc1OC	0.0	0.7	6.8	15.7	1.3	-3.0	-7.0	13.2	0.5
25	COc1ccc(/C=N/n2c(-c3n[nH]c4c3CCC4)n[nH]c2=S)cc1OC	-9.3	0.9	22.9	6.5	0.6	1.6	-5.0	44.4	6.2
26	N#C/C(=C\c1ccccc1OCc1ccc(C(=O)O)cc1)c1ccccc1	-2.9	-0.4	-1.3	9.8	-0.6	4.7	14.4	-14.1	6.7
27	Cc1cc(C)cc(Oc2nc3ccccn3c(=O)c2/C=C(\C#N)C(=O)NC2CCS(=O)(=O)C2)c1 (configuration not stated)	-3.3	1.9	6.1	8.0	1.2	x	9.9	22.5	-20.0
28	CCS(=O)(=O)N1CCC(NC(C)=O)(c2ccccc2)CC1	-14.7[fluorescence artefact?]	0.6	19.8	7.7	0.7	3.5	-13.5	16.9	-0.3
29	CCOc1cc(NS(=O)(=O)c2ccc(NC(C)=O)cc2)c(OCC)cc1NC(=O)c1cccs1	-13.1	0.9	-25.0	11.0	0.6	-4.0	-4.1	1.5	19.6
30	O=C(CSc1nnc(C23CC4CC(CC(C4)C2)C3)o1)Nc1ccc(N2CCOCC2)c(Cl)c1	-1.0	0.7	-2.5	14.1	0.2	0.3	-20.6	-40.4	75.6*
31	COc1ccc(OC)c(C(c2nnnn2CCC(C)C)N2CCN(C(=O)c3ccco3)CC2)c1 (configuration not stated)	47.6[fluorescence artefact?]	-0.4	-5.2	6.4	0.3	5.2	15.0	21.7	1.4
32	Cc1nonc1NC(=O)N1CCCC1	-1.6	0.4	26.0	8.8	0.5	-6.4	7.1	-6.2	-3.3
33	Cc1ccccc1-n1cnc2cc(NCc3cccs3)ccc21	-13.0[fluorescence artefact?]	-0.3	-0.6	2.6	-0.4	1.1	-4.4	4.6	-1.9
34	Cc1cccc(NC(=O)c2oc3ccc(S(=O)(=O)N4CCOCC4)cc3c2C)c1C	8.2[fluorescence artefact?]	1.1	7.9	11.0	0.5	0.6	-7.6	-6.9	9.9
35	O=C(CS(=O)(=O)Cc1ccccc1)Nc1ccc(S(=O)(=O)N2CCCCCC2)cc1	-2.7	1.0	4.4	9.1	1.9	-8.8	32.6	2.5	49.3
36	Cc1ccc(S(=O)(=O)Nc2ccc(NC(=O)Nc3ccc(F)cc3F)cc2)cc1	3.0	0.9	19.5	7.8	0.5	-12.2	1.1	-2.2	63.3
37	COc1ccc(C(C(=O)NC2CCCCC2)N(C(=O)c2sc(C)nc2C)c2ccc(OC)cc2)cc1 (configuration not stated)	x	-0.6	10.4	10.5	0.7	0.7	-5.6	16.4	-55.4
38	COc1cccc(OC(=O)CSc2nnc(-c3ccccc3Br)o2)c1	-9.2	-0.1	15.1	9.4	0.7	8.7	-14.6	54.9	8.3
39	O=S(=O)(NCCN1CCOCC1)c1ccc2c(c1)OCCO2	-20.1	-0.1	6.4	6.8	0.2	9.2	11.8	25.0	7.6
40	COc1cc(C)nc(N2CCC(C(N)=O)CC2)n1	-1.8	1.6	-8.0	5.1	0.7	-4.7	-5.3	-2.9	21.5
41	Cc1ccc(CNC(=O)c2ccc(C#CC(C)(C)O)s2)cc1	3.4	0.8	-7.8	13.4	0.6	7.7	-9.1	-5.0	52.9
42	CCC(CC)C(=O)Nc1nnc(-c2cccs2)s1	-10.6	0.9	-3.4	20.2&9.4	-0.2	-3.2	4.2	-43.7&-39.8	33.9
43	Cc1ccc2c(c1)Oc1ccc(NC(=O)CCCl)cc1C(=O)N2	1.4	-0.2	23.6	10.9	0.6	0.2	-6.0	-11.6	15.4
44	CN(C)c1ccc(C(=O)OCC(=O)Nc2ccc(S(N)(=O)=O)cc2)cc1	2.4[fluorescence artefact?]	1.6	8.2	5.2	0.1	1.5	15.3	-11.8	6.6
45	Cc1cc(C(=O)CSc2nc(N)cc(=O)[nH]2)c(C)n1CCc1ccc(Cl)cc1	-0.2	2.2	19.4	-5.4	-0.1	-3.3	12.2	-12.0	48.9
46	Cc1ccc(CNC(=O)CSc2nnnn2C)cc1	-3.9	-0.3	18.8	6.1	1.4	3.6	-47.5	16.0	8.9
47	Cc1ccc(C(=O)c2cc([N+](=O)[O-])ccc2N2CCCCC2)cc1	-17.1	-1.2	2.7	11.5	-1.2	22.0*	-62.2	37.3	16.7
48	COc1ccc(NC(=O)c2ccc3c(c2)NC(=O)CO3)cc1OC	-2.1	-0.3	10.0	9.6	0.3	1.7	13.0	-76.3	-8.2
49	CN1CCN(C(=O)C(Cc2ccccc2)NS(=O)(=O)c2ccc3c(c2)CCC(=O)N3)CC1 (configuration not stated)	-3.0	0.3	-2.2	18.2	0.6	3.8	-4.2	-17.3	-30.0
50	O=C(Nc1ccccc1N1CCCC1)c1cccc(Cl)c1Cl	-5.3	-1.6	x	4.6	0.0	2.5	-14.8	40.2	23.4
51	O=C(COC(=O)C1CCN(S(=O)(=O)c2cccs2)CC1)NCc1ccccc1	-10.8	0.7	34.4	5.8	-1.9	4.4	-19.6	-4.8	-0.5
52	CC(=O)c1ccc(OC(C)C)c(CN2CCCCC2)c1	6.7	1.0	11.0	7.3	0.5	0.1	-0.1	32.2	9.5
53	Cn1cnnc1SCC(=O)N1CCc2ccccc21	-9.2	0.7	-4.2	15.4	0.1	2.0	16.5	10.6	23.1
54	CC(=O)Nc1cccc(NC(=O)c2c(-c3c(Cl)cccc3Cl)noc2C)c1	-1.5	2.2	10.0	2.1	1.1	-1.1	11.6	4.0	-0.3
55	O=C(O)CC(c1cccc2ccccc12)N1Cc2ccccc2C1=O (configuration not stated)	-4.2	0.3	0.6	3.5	0.6	-0.4	10.1	-10.9	-13.4
56	COCC(=O)Nc1ccc(Br)cc1	-10.4[fluorescence artefact?]	-0.1	4.1	6.3	0.1	3.1	1.4	7.6	8.7
57	CC(=O)Nc1ccc(S(=O)(=O)NCc2cccnc2)cc1	20.4	7.8	-11.0	4.0	1.2	-0.4	-5.2	7.2	-4.5
58	O=C1C2C3c4ccccc4C(c4ccccc43)C2C(=O)N1c1ccncc1 (configuration not stated)	0.5	1.2	15.1	4.8	-0.3	-2.5	6.7	-14.4	-13.7
